Screening results from PubChem.
esBAF inh: inhibitors of esBAF chromatin remodeling in mouse ES cells | Bmi1-luciferase knock-in reporter, 24 h; 100% = twice the neutral-well signal | reporter increase, % at 12.5 µM | 350,000 tested, 2% active | AID 602393; in the data active = activation above about 40%; inconclusive = no clear call, values can overlap the other calls;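 note: 0% = median of the plate's neutral control wells and 100% = double that signal; a rise in the Bmi1 reporter signal indicates esBAF inhibition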
RAD52 inh: inhibitors of human RAD52 DNA annealing. AID 651710. P43351. inhibition, % at 18.7 µM. recombinant RAD52 DNA annealing, FRET fluorescence. 360,000 tested, 0.46% active;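 active = every replicate showing at least 50% inhibition; inconclusive = mean inhibition at least 50% but not in every replicate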
E-selectin induc: E-selectin induction on HUVECs. P16581. HUVEC E-selectin immunofluorescence imaging; normalized: neutral wells 0, TNF-alpha wells 100. activation, % at 7.58 µM. 260,000 tested, 0.37% active. AID 686992;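 active = mean E-selectin-positive cell signal at least 10% of the positive control, reached in at least 60% of replicates, without over 20% cell loss; inconclusive = no rule given, readout overlaps actives, possibly toxicity-flagged; inactive = the rest, including those meeting only one limit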;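 note: in these data hits start at about 27%; measured in HUVEC primary endothelial cells; signal is the percent of cells scored E-selectin positive by PE staining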
Target sequence (P16581 whole entry, looked up): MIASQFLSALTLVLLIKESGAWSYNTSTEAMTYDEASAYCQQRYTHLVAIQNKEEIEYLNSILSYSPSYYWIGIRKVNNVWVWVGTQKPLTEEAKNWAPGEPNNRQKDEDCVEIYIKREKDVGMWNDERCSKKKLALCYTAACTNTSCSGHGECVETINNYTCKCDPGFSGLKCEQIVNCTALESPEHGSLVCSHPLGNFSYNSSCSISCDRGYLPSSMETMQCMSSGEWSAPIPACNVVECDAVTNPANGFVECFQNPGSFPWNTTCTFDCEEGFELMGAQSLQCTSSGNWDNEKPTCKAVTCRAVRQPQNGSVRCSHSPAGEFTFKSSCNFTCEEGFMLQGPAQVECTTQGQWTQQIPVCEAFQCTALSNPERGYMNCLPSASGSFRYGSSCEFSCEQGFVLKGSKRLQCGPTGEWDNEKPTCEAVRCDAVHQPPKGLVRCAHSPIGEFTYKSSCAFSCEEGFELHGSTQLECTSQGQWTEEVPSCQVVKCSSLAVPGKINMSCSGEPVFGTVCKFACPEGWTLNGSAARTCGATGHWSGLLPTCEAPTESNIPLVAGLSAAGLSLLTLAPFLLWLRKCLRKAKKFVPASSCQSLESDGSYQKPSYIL
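Test system: HUVEC; input: 3,000 HUVEC/well; measured by: immunofluorescence imaging; read-out: % PE-positive cells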
S100A4 MyoIIA: inhibitors of human S100A4 binding to myosin IIA peptide | 360,000 tested, 0.14% active | P26447 | inhibition, % at 10.7 µM | AID 652163 | S100A4/TAMRA-MyoIIA peptide fluorescence polarization;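 active = mean inhibition of at least 70% across replicates, with every replicate also reaching that level; inconclusive = mean inhibition reaches 70% but some replicates fall short; inactive = mean inhibition below 70%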
Target sequence (P26447 whole entry, looked up): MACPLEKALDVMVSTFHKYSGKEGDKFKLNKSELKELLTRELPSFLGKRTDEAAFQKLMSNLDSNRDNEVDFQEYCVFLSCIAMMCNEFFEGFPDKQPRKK
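Material: S100A4 monomer (human). Medium: Calcium-containing HEPES buffer, pH 7.2. Probe or stimulus: labelled myosin peptide probe, 5 nM. Compound dosing: one concentration per compound. Timing: polarization read 5 min after assay mix addition, stable 5–60 min. Benchmarks: DMSO as neutral control, TFP as positive control.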
RAD54 inh: blocks human RAD54 Holliday junction branch migration. Q92698. FAM/BHQ fluorescence. inhibition, % at 10.4 µM. 360,000 tested, 0.14% active;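 active = mean normalized replicate activity at least 40 and at least half of replicates scoring 40 or more; inconclusive = only one of the two criteria met; inactive = mean below 40 and under half of replicates reaching 40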;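 note: 0% = median of neutral control wells and 100% = median of positive control wells; inhibitors cause a drop in the FAM fluorescence signal; in these data hits start at about 50%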
XiGFP reactiv: activators of X-chromosome reactivation in mouse fibroblasts; XiGFP mouse fibroblasts, % GFP-positive cells imaging, 3 d; cells co-treated with 5-aza-dC sensitizer; scaled so ellipticine positive control = 100%; 360,000 tested, 0.055% active; activation, % at 7.58 µM; AID 743238;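 active = mean normalized replicate activation at least 10% and every replicate at or above 10%; inconclusive = only one of the two criteria met; inactive = mean below 10% and not all replicates reach 10%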;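 note: 0% = median of on-plate neutral control wells and 100% = ellipticine 6 µM median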
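System: SV40-immortalized XiGFP fibroblast cells, line 68-5-11 / Incubation: 3-day compound exposure, then 15 min fixation at room temperature / Compound: single concentration per compound, delivered by pin transfer / Buffer or medium: DMEM plus 5-aza-dC sensitizer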
FN deposition inh: fibronectin deposition inhibition | inhibition, % at 12.6 µM | AH1F fibroblasts, Alexa488-fibronectin deposition fluorescence, overnight | 350,000 tested, 0.086% active;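 active = mean inhibition across replicates of 30% or more, regardless of how many single replicates reach that level; inconclusive = mean under 30% yet at least half of replicates reach 30%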;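 note: positive control wells lacked labelled fibronectin entirely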
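Assay system: AH1F fibroblast monolayer, labelled fibronectin deposition. Amount: 10000 cells per well. Also added: labelled fibronectin 24 nM. Compound: single-point pinned compound. Incubation: cell attachment 1 h, compound and FN exposure overnight. Detection: fluorescence after three HBSS washes, excitation 485 nm, emission 525 nm. Read-out: inhibition of fibronectin deposition signal.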
EWS-Fli block: EWS/Fli transcriptional activity inhibition; inhibition, % at 12.6 µM; 350,000 tested, 0.67% active; A673 NR0B1-luciferase reporter, viability-normalised;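 active = mean inhibition of at least 50% after viability correction, with every replicate also passing that limit; inconclusive = mean reaches 50% but only one of two replicates passes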;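 note: firefly luciferase signal divided by Alamar Blue viability fluorescence both relative to DMSO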
* hit, by the source's call; ? = inconclusive; · = not tested or not shown.

SMILES	esBAF inh	RAD52 inh	E-selectin induc	S100A4 MyoIIA	RAD54 inh	XiGFP reactiv	FN deposition inh	EWS-Fli block
Cc1ccc(CNC(=O)CC2(CC3=NS(=O)(=O)c4ccccc4N3)CCCC2)cc1	1	3	-0.4	-4	5	0.1	0	9
Cc1cc(C)n2nc(C(=O)OCC(=O)N(C)CC(=O)Nc3ccccc3Cl)nc2n1	2	-8	·	2	4	0.0	·	-2
CN(C)C(=O)c1cccc(-c2ccc([C@H]3[C@H](CO)N4CCCCN(CC5CCOCC5)C[C@@H]34)cc2)c1	-7	11	-0.1	1	3	0.0	-6	-5
CC(C)C(=O)Nc1nc2cc3c(cc2s1)OCCO3	-6	-9	6.1	-9	·	0.0	-12	11
COCCNCc1cc(C)n(-c2cc(S(=O)(=O)N3CCOCC3)ccc2N2CCCC2)c1C	3	-13	0.1	0	-4	-0.1	·	-7
O=C(CN1CCN(C/C=C/c2ccccc2)CC1)Nc1ccccc1C(=O)NC1CC1	-4	-4	3.1	9	-5	-0.1	12	2
O=Cc1s/c(=N\S(=O)(=O)c2ccccc2)n(CCCCl)c1Cl	·	-36	-0.9	-1	·	2.9	52*	55*
O=CC(=Cc1ccccc1)c1ccccc1	·	-2	-0.1	-3	·	0.1	6	-10
C[C@H](CO)N1C[C@H](C)[C@H](CN(C)CC2CC2)Oc2ccc(NC(=O)C3CCCCC3)cc2CC1=O	4	-4	-0.1	3	-4	1.1	1	8
Cc1nn(CC(=O)N2CCCCC2)c(=O)c2nn(-c3ccccc3)c(C)c12	0	3	·	0	-9	0.3	-13	2
CC(=O)N1[C@@H](CO)[C@H](c2ccccc2)C12CN(C(=O)c1ccc3c(c1)OCO3)C2	·	-17	-0.3	-38	·	0.0	·	-1
CCCC#Cc1ccc([C@@H]2[C@@H](C#N)N(C(=O)C3CCCCC3)[C@@H]2CO)cc1	-1	6	-0.5	0	9	0.2	-12	14
COc1ccc(OC)c(C2C(C(=O)c3cccs3)=C(O)C(=O)N2c2cc(C)on2)c1 (stereo unspecified)	9	·	5.2	·	-5	·	-6	·
O=C(Nc1ccccc1Cl)c1ccc(COc2ccc3c(c2)CCC3)cc1	·	·	0.0	·	-3	0.1	13	·
COC(=O)Cc1[nH]n(-c2nc3ccccc3s2)c(=O)c1C(C)=Nc1ccc(OC)cc1	·	-17	·	-1	·	-0.1	-3	67*
CN(C)C(=O)C[C@@H]1CC[C@@H](NS(=O)(=O)c2ccccc2)[C@H](CO)O1	-9	15	0.1	39	1	-0.1	-3	8
CN1C(=O)c2cc(NC(=O)c3cccc(F)c3)ccc2OC[C@H]2O[C@H](CC(=O)NCc3ccccc3)CC[C@@H]21	5	·	0.1	·	0	0.2	-25	0
CC(C)(C)Sc1ccccc1S(=O)(=O)C(C)(C)C	·	-6	14	4	·	0.4	-6	3
Cc1noc(C)c1NC(=O)N(C)C[C@H]1Oc2c(NC(=O)c3ccncc3)cccc2C(=O)N([C@@H](C)CO)C[C@@H]1C	0	-3	-0.5	17	-6	0.0	·	-2
CCOc1ccccc1NC(=O)C1CCCN(S(C)(=O)=O)C1 (stereo unspecified)	-4	-11	·	1	4	0.0	-4	12
C[C@@H]1CCCCO[C@@H](CN(C)C(=O)Nc2ccc(F)cc2)[C@H](C)CN([C@H](C)CO)C(=O)c2cc(NS(C)(=O)=O)ccc2O1	6	-2	-0.1	-9	1	0.2	·	-13
Cc1ccc(-n2cccc2/C=C2/C(=N)N3C(=NC2=O)SN=C3S(C)(=O)=O)cc1Cl	·	·	-1.2	·	2	0.4	7	·
CC(=O)Nc1ccc(C(=O)NCCCOC(C)C)cc1	-3	-11	·	8	0	0.2	-5	-2
COc1ccc(OC(=O)COc2ccc(C)cc2)cc1	5	-4	·	-6	0	0.2	·	13
CC(C)c1ccc(N(CC(=O)NCCCN2CCOCC2)S(=O)(=O)c2ccccc2)cc1	-9	0	·	1	-2	0.4	5	-2
COc1cccc(OC)c1C(=O)Nc1sc2c(c1C#N)CCC2	-8	-5	0.8	0	2	0.0	7	-3
O=c1cc(CCl)nc(Cc2c(Cl)cccc2Cl)[nH]1	·	-21	·	0	·	0.1	-6	15
Cc1cc(OCC(=O)C(C)(C)C)c2c(-c3ccccc3)cc(=O)oc2c1	2	-9	-0.2	0	-1	0.2	2	12
CCN(CC)C(=O)Cn1cc(S(=O)(=O)CC(=O)Nc2ccccc2C)c2ccccc21	·	-7	-0.2	-4	2	0.0	·	·
CC[C@@H]1Cc2[nH][nH]c(=O)c2[C@H](c2ccc(Cl)cc2)O1	·	-2	0.7	-5	·	0.0	0	-1
Cc1cc(-n2nnc3ccccc32)nc2ccccc12	24	5	·	1	2	·	5	·
CCC(C)Nc1cc(C)nc2ncnn12 (stereo unspecified)	·	-12	1.0	0	·	0.0	11	-2
CC(=O)CC(=O)Nc1ncccn1	·	-18	-2.4	-7	·	0.0	-3	-66
O=C(NC(=S)Nc1ccccc1Br)C1CC1	·	-6	0.0	53	-14	0.2	1	-15
Cc1ccc2nc(SCC(=O)NC3CCCCC3)nc(=O)n2c1	·	2	·	-1	0	0.0	4	-3
CC(C)CCn1c(N2CCCC2)nc2c1c(=O)n(C)c(=O)n2C	-1	2	·	4	11	0.1	1	11
CCC(C)(C)NC(=O)C(c1ccc(F)cc1)N(Cc1cccc(OC)c1)C(=O)c1cnccn1 (stereo unspecified)	-4	-5	·	1	-18	0.1	-3	2
COc1ccccc1C(=O)NC(=S)Nc1ccc(N2CCOCC2)c(Cl)c1	·	-5	22	1	·	0.3	-14	-18
O=C(CCN1CCN(S(=O)(=O)c2ccc(Cl)cc2)CC1)Nc1ccc(F)cc1	-7	-4	·	-2	-8	0.2	-2	-2
O=C(NNC(=O)c1ccc(Cl)cc1Cl)c1cccs1	?	12	-0.8	5	2	0.0	·	-91
Cc1nc2scc(C)n2c(=O)c1S(=O)(=O)Nc1ccc(N2CCN(C(=O)C(C)C)CC2)cc1	-6	7	·	0	-5	0.0	2	-3
COc1ccc(-c2nn(-c3ccccc3)cc2C(=O)NC2CC2)cc1	-2	0	·	0	-2	0.0	5	-17
CN(C)C(=O)[C@]1(CCS(=O)(=O)c2ccccc2)N=C(c2ccc(OCCCO)cc2)O[C@@H]1c1ccccc1	·	31	·	13	-9	·	·	16
COc1ccc(S(=O)(=O)NC2CCCCC2)cc1-n1cnnn1	5	2	-0.4	-2	-2	-0.1	-6	3
COc1cccc(NC(=O)N[C@H]2CC[C@@H](CC(=O)N3CCN(C)CC3)O[C@H]2CO)c1	2	7	-0.2	0	-4	0.2	-1	-3
CC(C)NC(=O)Nc1ccc2c(c1)C(=O)N([C@@H](C)CO)C[C@@H](C)[C@@H](CN(C)C(=O)Cc1ccccc1)OCCCC[C@@H](C)O2	·	-2	0.0	0	6	0.3	-9	·
C[C@H](CO)N1C[C@H](C)[C@H](CN(C)Cc2ccccc2C(F)(F)F)OCc2ccccc2-c2ccccc2C1=O	·	2	-0.3	1	·	0.3	-12	10
CC(=O)Nc1ccc(OCCCNC(=O)c2c(-c3ccccc3)noc2C)cc1	·	0	·	-4	·	-0.1	14	-3
COc1ccc(CN2CCNC(=O)C2CC(=O)N(C)Cc2ccon2)c(OC)c1 (stereo unspecified)	·	-14	·	0	·	0.0	5	-4
COC(=O)[C@]12CCCCC=C1N(Cc1ccc(Cl)cc1Cl)C(=O)[C@H](CC(=O)NCC13CC4CC(CC(C4)C1)C3)C2	·	-2	0.0	7	·	0.3	7	-5
Cc1cc(C(=O)O/N=C(\N)c2ccc(C(C)(C)C)cc2)no1	·	-14	-0.1	8	-5	0.0	9	-51
Cc1ccc2c(c1)C(=O)N1[C@H]3c4cc(Cl)ccc4OC[C@@H]3[C@H](c3ccccc3)[C@]1(C)C(=O)N2	-2	-21	-0.1	-10	-9	0.0	-12	52*
Cc1noc(C)c1S(=O)(=O)N(C)C[C@H]1Oc2ccc(NS(=O)(=O)c3ccccc3)cc2CC(=O)N([C@@H](C)CO)C[C@H]1C	-7	1	0.4	-13	-5	-0.2	·	3
O=C(c1cccc(S(=O)(=O)N2CCCCC2)c1)N1CCN(Cc2ccccc2)CC1	-4	-8	-0.4	-1	-4	0.1	-1	6
COCCN1C(=O)C(C(=O)OC)CC2=C1CC(C)(C)CC2=O (stereo unspecified)	4	-7	-0.5	-3	-5	0.4	5	-5
CCCn1c(N)c(N(CCOC)C(=O)c2ccccc2)c(=O)[nH]c1=O	1	-13	0.0	-1	-10	0.2	1	3
CC(C)c1ccc(/C=N/N2CCCCC2)cc1	·	3	·	-9	·	-0.2	-7	-127
Oc1[nH]c2ccccc2c1C=Nc1ccccc1	?	-8	-0.4	-8	-2	·	2	-93
Fc1ccc(-n2cc(-c3ccccc3)c3c(=S)nc[nH]c32)cc1	24	0	·	0	18	0.2	13	39
Cc1noc(C)c1NC(=O)N(C)C[C@@H]1Oc2ccc(NS(=O)(=O)c3ccccc3)cc2CC(=O)N([C@@H](C)CO)C[C@H]1C	1	10	-13	5	-7	-0.1	-1	4

No new results follow: entries from further up.
SMILES	esBAF inh	RAD52 inh	E-selectin induc	S100A4 MyoIIA	RAD54 inh	XiGFP reactiv	FN deposition inh	EWS-Fli block
COc1ccc(CN2CCNC(=O)C2CC(=O)N(C)Cc2ccon2)c(OC)c1 (stereo unspecified)	·	-14	·	0	·	0.0	5	-4
COC(=O)[C@]12CCCCC=C1N(Cc1ccc(Cl)cc1Cl)C(=O)[C@H](CC(=O)NCC13CC4CC(CC(C4)C1)C3)C2	·	-2	0.0	7	·	0.3	7	-5

New compounds follow:
SMILES	esBAF inh	RAD52 inh	E-selectin induc	S100A4 MyoIIA	RAD54 inh	XiGFP reactiv	FN deposition inh	EWS-Fli block
NC(=O)CC(NC(=O)c1ccc(Br)cc1)c1ccc(N2CCCCCCC2)c([N+](=O)[O-])c1 (stereo unspecified)	2	0	1.5	-7	5	0.4	0	12
COc1ccc(S(=O)(=O)N2CCC(C(=O)Nc3cc(Cl)ccc3N3CCOCC3)CC2)cc1OC	6	-14	0.2	12	-3	0.0	3	2
Cc1ccc(S(=O)(=O)N2CCCCC2C(=O)O)s1 (stereo unspecified)	·	4	·	-2	·	0.0	4	3
O=C(O)CC(SCC(=O)Nc1ccc(Cl)c(S(=O)(=O)N2CCOCC2)c1)C(=O)O (stereo unspecified)	·	-9	0.4	3	5	0.1	2	-8
COc1ccc(CN(C)C[C@H]2Oc3ccc(NS(=O)(=O)c4ccc(F)cc4)cc3C(=O)N([C@@H](C)CO)C[C@@H]2C)cc1	-2	5	9.6	16	-5	1.9	·	-6
O=C(COc1ccc(F)cc1)Nc1c(C(=O)N2CCC(N3CCCCC3)CC2)oc2ccccc12	1	-4	·	-11	6	0.0	-5	·
CC(=O)N(C)C[C@@H]1Oc2cc(C#CCN(C)C)ccc2S(=O)(=O)N([C@@H](C)CO)C[C@@H]1C	-3	-1	0.3	6	2	0.0	-2	-4
CC(C)Cn1c(N)c(C(=O)COC(=O)[C@@H]2CCCN2C(=O)c2cccs2)c(=O)n(C)c1=O	·	0	·	-3	·	0.1	19	5
